High-throughput results from PubChem BioAssay.
DDE Tn7 FP inh: DD(E)-Tn7 binding inhibition, primary FP screen; inhibition, % at 8.3 µM; AID 720508; FP displacement of FITC-Tn7 peptide from fibrin DD(E); 0% = median of compound wells per plate; 0.13% of 370,000 active;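 active means inhibition above the mean of compounds falling within the control limits plus 3 SD of them, cut at about 14% in these data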;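 further: 0% = plate median of compound wells and 100% = 10 µM Aha-Tn7 peptide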
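Assay system: Human fibrin DD(E) protein | Medium: Tris buffer with calcium and detergent, pH 7.8 | Reagent: 0.1 µM fluorescent Tn7 | Compound dosing: Single point at 8.3 µM | Times: 10 min preincubation, 3 h with tracer, room temperature | Detection: Fluorescence polarization of the labelled Tn7 tracer | Controls: Aha-Tn7 high control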
DDE Tn6 FP inh: inhibitors of Tn6 peptide binding to human fibrin DD(E); inhibition, % at 8.3 µM; 0.21% of 370,000 active; Fibrin DD(E) TRITC-Tn6 fluorescence polarization displacement;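 active means inhibition above a per-campaign cutoff: mean of compounds within control limits plus 3 SD, cut at about 15% in these data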;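 further: 0% = median of all compound wells on the plate and 100% = blocking peptide control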
ARFGAP1 inh: rat ARFGAP1 inhibition. Q62848. Arfgap1-stimulated ARF1 GTP hydrolysis, GDP FP detection. inhibition, % at 16.5 µM. 0.26% of 360,000 active;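 active means inhibition above a per-plate limit, mean inhibition of low control wells plus 3 SD, cut at about 25% in these data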;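 further: 0% = DMSO wells with enzyme and 100% = wells lacking Arfgap1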
Target sequence (Q62848 1-136 limits assumed): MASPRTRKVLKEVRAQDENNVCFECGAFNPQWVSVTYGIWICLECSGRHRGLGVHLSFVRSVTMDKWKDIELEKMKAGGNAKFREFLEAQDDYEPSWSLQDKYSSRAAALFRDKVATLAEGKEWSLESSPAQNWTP
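Repeats: one replicate per compound; assay system: rat Arfgap1 catalytic domain, aa 1-136; times: enzyme reaction 120 min at 25 °C after 20 min preincubation; detection: FP of antibody-bound GDP Alexa 633 tracer, ex 620/em 688 nm; benchmarks: high control wells lacking Arfgap1, low control full reaction with DMSO; reagent: human ARF1(Δ1-17)-GTP substrate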
PLC-gamma1 inh: PLC-gamma1 (human) inhibition, primary screen; purified PLC-gamma1, fluorogenic substrate, fluorescence; inhibition, % at 12.2 µM; 0.84% of 370,000 active; AID 720700; in the data active means inhibition above about 9.5%
PLC-beta3 inh: PLC-beta3 (human) inhibition, primary screen; 0.18% of 370,000 active; AID 720704; inhibition, % at 12.2 µM; Purified PLC-beta3, fluorogenic substrate, fluorescence; in the data active means inhibition above about 11%;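 further: 0% = median of compound wells on plate and 100% = full blocker control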
KLK7 zymogen act: activates the human kallikrein-7 zymogen | 0.9% of 370,000 active | purified proKLK7, EDANS-DABCYL substrate fluorescence; 100% is mature enzyme control, 0% vehicle | P49862 | activation, % at 7 µM;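 active means activation above the mean of all tested compounds plus 3 SD, computed per campaign excluding outliers beyond control limits, cut at about 13% in these data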
Target sequence (P49862 whole entry, looked up): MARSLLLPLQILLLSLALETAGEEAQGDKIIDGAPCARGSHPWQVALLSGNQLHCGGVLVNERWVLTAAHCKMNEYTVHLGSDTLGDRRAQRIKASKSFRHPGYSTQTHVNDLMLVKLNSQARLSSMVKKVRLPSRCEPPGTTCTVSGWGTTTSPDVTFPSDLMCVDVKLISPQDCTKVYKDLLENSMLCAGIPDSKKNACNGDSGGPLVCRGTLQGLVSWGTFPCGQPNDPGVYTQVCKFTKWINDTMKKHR
ASAP1 inh: blocks human ASAP1-stimulated Arf1 GTP hydrolysis; AID 624377; inhibition, % at 16.5 µM; 0.19% of 360,000 active; Q9ULH1; GDP FP detection; in the data active means inhibition above about 25%;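 further: 0% = vehicle with enzyme and substrate and 100% = no enzyme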
UHRF1 binding: human UHRF1 methylated DNA binding inhibitors | Q96T88 | UHRF1 binding to methylated oligo, TR-FRET | inhibition, % at 4.4 µM | 0.75% of 370,000 active | AID 687016; in the data active means inhibition above about 21%;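 further: UHRF1 SRA domain binding a hemimethylated CpG hairpin DNA probe; 0% = median of test compound wells and 100% = reference inhibitor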
NR1D1 modulator: Rev-erb alpha (human) modulation; P20393; Rev-erbα–FITC-DNA binding, fluorescence polarization, 90 min; activity, % at 10 µM; 0.79% of 370,000 active; AID 1259318;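 active means activity above about 14%, limit read from the data; passing the limit was not always enough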;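 further: 0% = DMSO wells with 35 nM protein and 100% = DMSO wells with 750 nM protein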
Target sequence (P20393 whole entry, looked up): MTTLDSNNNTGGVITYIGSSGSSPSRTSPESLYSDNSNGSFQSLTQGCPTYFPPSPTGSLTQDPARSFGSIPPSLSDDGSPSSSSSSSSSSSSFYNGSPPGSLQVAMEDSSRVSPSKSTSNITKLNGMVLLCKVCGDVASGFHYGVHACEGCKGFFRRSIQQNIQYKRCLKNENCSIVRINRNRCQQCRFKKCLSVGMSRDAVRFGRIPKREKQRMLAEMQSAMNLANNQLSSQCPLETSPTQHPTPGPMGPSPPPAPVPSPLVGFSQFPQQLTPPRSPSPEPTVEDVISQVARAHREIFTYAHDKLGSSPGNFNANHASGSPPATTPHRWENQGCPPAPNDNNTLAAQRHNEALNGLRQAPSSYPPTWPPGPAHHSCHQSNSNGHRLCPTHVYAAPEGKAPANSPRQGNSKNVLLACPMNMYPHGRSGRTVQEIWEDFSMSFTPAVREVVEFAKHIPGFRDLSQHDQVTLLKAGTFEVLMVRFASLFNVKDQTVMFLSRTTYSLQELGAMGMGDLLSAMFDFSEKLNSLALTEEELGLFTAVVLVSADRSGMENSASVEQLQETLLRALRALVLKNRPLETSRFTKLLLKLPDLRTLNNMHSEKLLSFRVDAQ
sPLA2-III inh: Inhibits HGIII-sPLA2 liposome hydrolysis, primary screen; 0.56% of 370,000 active; inhibition, % at 12.2 µM; Q9NZ20; QFRET BODIPY PC-A2 liposome hydrolysis, fluorescence; AID 743126;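 active means inhibition above mean plus 3 SD of compounds lying within the high and low control bounds, cut at about 19% in these data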;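 further: 0% = median of test compound wells and 100% = no enzyme DMSO wells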
Numbers without * were called inactive; . = not tested or not shown.

1. CC1CCC(C(=O)c2c(O)c3ccccc3oc2=O)CC1 (stereo unspecified)
2. Cc1ccc(NC(=O)N2CCN(c3ccccn3)CC2)cc1
3. CC1CCN(c2ccc3nnc(CCC(=O)NC(C)C)n3n2)CC1
4. COc1cc2c(cc1C1NC(=S)NC(C)=C1C(N)=O)CCCC2 (stereo unspecified)
5. COc1ccccc1OCCCCOc1ccccc1C(C)=O
6. COc1ccc(N2CCN(C(=O)Nc3ccccc3C)CC2)cc1
7. CCOC(=O)c1ccccc1NC(=O)CN(c1ccccc1C)S(C)(=O)=O
8. COc1cccc(C2CC(=O)C3=C(C2)Nc2ccccc2N(C(=O)CCC(=O)O)C3c2ccc(F)cc2)c1 (stereo unspecified)
screen / no.	1	2	3	4	5	6	7	8
ASAP1 inh	-9	3	-3	-3	12	-3	11	3
PLC-gamma1 inh	0	-3	0	-2	-1	2	1	-43
UHRF1 binding	-1	1	16	8	5	-1	4	1
KLK7 zymogen act	0.0	0.6	-0.3	0.5	0.0	0.2	0.4	0.6
DDE Tn7 FP inh	-3	4	5	2	1	6	-3	0
PLC-beta3 inh	3	0	-4	1	3	5	-2	-78
sPLA2-III inh	1	-5	6	8	-7	1	-10	-2
NR1D1 modulator	6	2	-1	-2	2	2	8	-1
DDE Tn6 FP inh	2	-6	3	-4	2	2	-9	11
ARFGAP1 inh	15	-4	4	4	5	0	12	3

9. O=[N+]([O-])c1ccc(SCc2c(F)cccc2Cl)nc1
10. FC(F)(F)c1ccc(Oc2ccccc2Cl)nc1
11. Cc1csc(NC(=O)CSc2nc(=O)cc(N)n2-c2ccc(F)cc2)n1
12. COc1ccc(/C=N/N=C/c2ccc(OC)cc2)cc1
13. Oc1ccc(N2CCN(c3nc(-c4cccs4)nc4ccccc34)CC2)cc1
14. CC(=O)c1c(C)nn(CC(O)Cn2c3c(c4cc(C)ccc42)CCCC3=O)c1C (stereo unspecified)
15. CCC(NC(=O)c1ccc2c(ccn2Cc2cccc(-c3ccccc3C(=O)O)c2)c1)c1ccccc1 (stereo unspecified)
16. COc1ccccc1-c1nnc(SCC(=O)NC2CCCCC2)o1
screen / no.	9	10	11	12	13	14	15	16
ASAP1 inh	-6	5	4	7	-9	-8	.	-14
PLC-gamma1 inh	0	1	-1	4	-7	-231	-1	2
UHRF1 binding	1	0	2	2	-5	1	4	-3
KLK7 zymogen act	-0.1	0.1	0.2	0.7	0.0	-3.8	-0.6	0.1
DDE Tn7 FP inh	3	-5	-7	0	-1	0	-1	-4
PLC-beta3 inh	-2	5	-4	-2	-7	-291	-11	2
sPLA2-III inh	18	-2	0	-2	-5	1	-21	0
NR1D1 modulator	5	3	-3	-1	2	-4	1	8
DDE Tn6 FP inh	0	-2	-5	3	-7	-5	-18	1
ARFGAP1 inh	10	-2	5	-1	5	-2	.	-14

Some of the entries so far, tab-delimited:
entry	SMILES	ASAP1 inh	PLC-gamma1 inh	UHRF1 binding	KLK7 zymogen act	DDE Tn7 FP inh	PLC-beta3 inh	sPLA2-III inh	NR1D1 modulator	DDE Tn6 FP inh	ARFGAP1 inh
12	COc1ccc(/C=N/N=C/c2ccc(OC)cc2)cc1	7	4	2	0.7	0	-2	-2	-1	3	-1
13	Oc1ccc(N2CCN(c3nc(-c4cccs4)nc4ccccc34)CC2)cc1	-9	-7	-5	0.0	-1	-7	-5	2	-7	5

Going on with the list:
17. COc1ccc(C(C)(NC(C)=O)c2nc(-c3cnc4ccccc4c3)cs2)cc1 (stereo unspecified)
18. CCOC(=O)c1cccc(N2C(=O)c3ccccc3S2(=O)=O)c1
19. O=C(CSc1ccc2nnc(-c3ccc(F)cc3)n2n1)N1CCOCC1
20. CCOC(=O)CCCNC(=O)COC(=O)CCC(=O)c1ccc(F)cc1
21. CC(=O)Nc1ccc2c(c1)-c1ccc(F)cc1C2
22. Cc1cccc2cc(C(c3nnnn3CC3CCCO3)N3CCOCC3)c(=O)[nH]c12 (stereo unspecified)
23. CC(Cc1ccccc1)C(=O)NCCO (stereo unspecified)
24. Cc1cccc(NC(=O)COC(=O)c2ccc(S(=O)(=O)N3CCCC3)cc2)c1
screen / no.	17	18	19	20	21	22	23	24
ASAP1 inh	3	-3	4	2	17	-3	2	4
PLC-gamma1 inh	-3	2	-75	0	-4	-28	2	-1
UHRF1 binding	-4	4	1	0	-3	5	10	1
KLK7 zymogen act	0.9	0.7	1.4	-0.1	-0.9	1.1	-0.3	0.7
DDE Tn7 FP inh	3	3	-4	-7	9	-4	-7	4
PLC-beta3 inh	2	-2	-95	-1	-2	-35	5	-3
sPLA2-III inh	0	2	2	3	-10	9	9	7
NR1D1 modulator	-4	2	-4	-3	0	3	0	-3
DDE Tn6 FP inh	5	-1	-4	-4	-1	-4	1	8
ARFGAP1 inh	11	15	-4	-2	7	6	-2	7

25. CC(C)(C)OC(=O)[C@H](NC(=O)OCc1ccccc1)c1ccccc1
26. CCOc1cccc2cc(C(=O)NCc3cccnc3)c(=O)oc12
27. C[C@H](CO)N1C[C@H](C)[C@H](CN(C)S(=O)(=O)c2cccs2)Oc2ccc(NC(=O)Nc3ccc4c(c3)OCO4)cc2CC1=O
28. COc1ccc2c(c1)C1NC(=S)NC(C)(O2)C1C(=O)Nc1ccccc1C (stereo unspecified)
29. C[C@@H]1CN([C@@H](C)CO)C(=O)c2cc(NC(=O)C3CC3)ccc2O[C@H]1CN(C)C
30. COc1cc(C(=O)NC(=S)Nc2cccc3nc(C)ccc23)cc(OC)c1OC
31. Cc1oc(-c2ccccc2Cl)nc1CSCC(=O)NC1CC1
32. CCC[N+]1(CC#CC(O)(c2ccccc2)C2CCCCC2)CCCCC1 (stereo unspecified)
screen / no.	25	26	27	28	29	30	31	32
ASAP1 inh	-9	7	10	-14	-3	1	1	-5
PLC-gamma1 inh	3	-14	7	2	0	1	-1	0
UHRF1 binding	1	-6	-5	2	0	-3	2	2
KLK7 zymogen act	0.0	0.6	0.4	-0.5	-0.2	0.2	1.0	0.1
DDE Tn7 FP inh	-1	-2	-2	-3	1	0	-3	5
PLC-beta3 inh	2	-19	2	2	-3	5	0	-7
sPLA2-III inh	-2	3	-22	12	11	6	4	3
NR1D1 modulator	-4	-1	-1	3	-1	-10	-6	-2
DDE Tn6 FP inh	4	-2	-11	-1	3	-6	5	4
ARFGAP1 inh	10	-10	17	-8	7	6	9	5

Given with bars between the fields: part of the list above.
No. | Compound | ASAP1 inh | PLC-gamma1 inh | UHRF1 binding | KLK7 zymogen act | DDE Tn7 FP inh | PLC-beta3 inh | sPLA2-III inh | NR1D1 modulator | DDE Tn6 FP inh | ARFGAP1 inh
27 | C[C@H](CO)N1C[C@H](C)[C@H](CN(C)S(=O)(=O)c2cccs2)Oc2ccc(NC(=O)Nc3ccc4c(c3)OCO4)cc2CC1=O | 10 | 7 | -5 | 0.4 | -2 | 2 | -22 | -1 | -11 | 17
28 | COc1ccc2c(c1)C1NC(=S)NC(C)(O2)C1C(=O)Nc1ccccc1C (stereo unspecified) | -14 | 2 | 2 | -0.5 | -3 | 2 | 12 | 3 | -1 | -8
29 | C[C@@H]1CN([C@@H](C)CO)C(=O)c2cc(NC(=O)C3CC3)ccc2O[C@H]1CN(C)C | -3 | 0 | 0 | -0.2 | 1 | -3 | 11 | -1 | 3 | 7
30 | COc1cc(C(=O)NC(=S)Nc2cccc3nc(C)ccc23)cc(OC)c1OC | 1 | 1 | -3 | 0.2 | 0 | 5 | 6 | -10 | -6 | 6
31 | Cc1oc(-c2ccccc2Cl)nc1CSCC(=O)NC1CC1 | 1 | -1 | 2 | 1.0 | -3 | 0 | 4 | -6 | 5 | 9

Remaining list, next part.
33. CCSC1=N/C(=C\c2cccc(F)c2)C(=O)S1
34. Cc1c(C(=O)N2CCN(S(=O)(=O)c3ccc(F)cc3)CC2)oc2ccccc12
35. CCCCN(CC)C(=S)Nc1ccc2nc3n(c(=O)c2c1)CCCCC3
36. COc1ccccc1C(=O)Nc1ccncc1
37. O=C(OCCCN1CCC2(CCC(c3ccccc3)CC2)C1=O)c1ccccc1 (stereo unspecified)
38. CSc1nc2[nH]c3c(c2c2ncnn12)CCCC3
39. NNc1nc(-c2ccccc2Cl)nc2ccccc12
40. Cc1ccc(-c2nc(N)s[n+]2-c2ccccc2)cc1
screen / no.	33	34	35	36	37	38	39	40
ASAP1 inh	-1	-15	2	-7	.	4	5	11
PLC-gamma1 inh	5	-9	-25	0	-1	-1	-1	3
UHRF1 binding	-1	1	-1	-1	-1	-2	0	4
KLK7 zymogen act	-0.1	0.6	0.3	0.1	1.1	1.3	-0.1	-0.4
DDE Tn7 FP inh	1	1	6	-6	-2	1	-5	2
PLC-beta3 inh	1	-18	-27	-7	2	-1	-5	3
sPLA2-III inh	0	0	14	-3	-4	8	-1	0
NR1D1 modulator	-4	-6	-3	2	-1	-1	-10	0
DDE Tn6 FP inh	-2	-3	-11	-3	5	-1	-1	-2
ARFGAP1 inh	0	-4	1	-4	.	-6	2	-3

41. COc1ccc(C(=O)N2CCN(Cc3cn[nH]c3-c3ccc(OC)cc3F)CC2)cc1
42. CCn1c(=O)c(=O)[nH]c2cc(C(=O)NCC3CCCCC3)ccc21
43. CC1(C)CNc2cc([N+](=O)[O-])ccc2S1
44. Cc1cc(OCC(=O)OCC(=O)NCC2CCCO2)ccc1Cl (stereo unspecified)
45. COC(=O)[C@]12C[C@H](CC(=O)NCc3ccc(OC)c(OC)c3)C(=O)N(Cc3ccc(Cl)cc3Cl)C1=C[C@H](C(C)(C)C)O[C@@H]2C
46. Cc1ccccc1NP(=O)(c1ccccc1)c1nc2ccccc2s1 (stereo unspecified)
47. CCO[C@H]1OC(C(=O)O)=C[C@@H](c2ccc(C(F)(F)F)cc2)[C@@H]1CCCO
screen / no.	41	42	43	44	45	46	47
ASAP1 inh	6	-1	-3	-7	.	11	0
PLC-gamma1 inh	-1	-22	-12	0	-1	1	4
UHRF1 binding	1	-2	-8	-1	-3	2	-1
KLK7 zymogen act	0.0	0.1	1.6	0.0	-0.1	-0.3	-0.2
DDE Tn7 FP inh	0	3	2	1	-2	0	6
PLC-beta3 inh	-1	-26	-7	-9	1	2	4
sPLA2-III inh	-6	-11	10	5	-13	-4	-4
NR1D1 modulator	-2	-3	10	-8	1	-2	1
DDE Tn6 FP inh	0	2	-4	-9	3	-8	0
ARFGAP1 inh	-9	2	-10	-11	.	-12	5

One compound at a time, as listed above. Screens in order: ASAP1 inh	PLC-gamma1 inh	UHRF1 binding	KLK7 zymogen act	DDE Tn7 FP inh	PLC-beta3 inh	sPLA2-III inh	NR1D1 modulator	DDE Tn6 FP inh	ARFGAP1 inh
`CC1(C)CNc2cc([N+](=O)[O-])ccc2S1` in the list: -3	-12	-8	1.6	2	-7	10	10	-4	-10
`CCn1c(=O)c(=O)[nH]c2cc(C(=O)NCC3CCCCC3)ccc21` in the list: -1	-22	-2	0.1	3	-26	-11	-3	2	2
